CHO-K1 Ca PAM: counter-screen for M1 PAMs: effect in parental CHO-K1 cells | ATP EC20, Fluo-8 calcium fluorescence; 0% at ATP EC20, 100% at ATP max | activation, % at 3 µM | 0.02% of 360,000 active | AID 602247;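 active means activation above the run cutoff, the mean activation of all test compounds plus 3 SD, cut at about 40% in these data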;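 further: peak over basal fluorescence ratio in a 140 s read after ATP addition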
CHO-K1 Ca antag: counter-screen for M1 antagonists: effect in parental CHO-K1 cells; ATP-induced calcium, Fluo-8 fluorescence; inhibition, % at 3 µM; 0.6% of 360,000 active; AID 602250;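 active means inhibition above a per-plate cutoff, the plate's mean sample inhibition plus 3 SD, cut at about 24% in these data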;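 further: 0% = DMSO plus EC80 ATP and 100% = DMSO alone without ATP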
OXTR ag: activates the human oxytocin receptor. P30559. CHO-OTR cells, Fluo-8 calcium fluorescence; normalized: DMSO 0%, oxytocin 100%. activation, % at 3 µM. 0.32% of 320,000 active. AID 2435;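 active means activation above the mean of all tested compounds plus 3 SD, cutoff set per screening run, cut at about 20% in these data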;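 further: peak over basal fluorescence ratio from a 100 s FLIPR kinetic read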
M1 ag parental: nonselective activator or artifact in parental CHO-K1 cells; Fluo-8 calcium fluorescence; scaled to maximal ATP response, vehicle zero; activation, % at 3 µM; 0.48% of 360,000 active; AID 602248; in the data active means activation above about 15%;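 further: untransfected CHO-K1 host cells lacking M1 receptor as counterscreen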
CHO parental Ca: signal in parental CHO cells, OX1R antagonist counter-screen | parental CHO-K1, ATP-induced calcium, Fluo-8 fluorescence | inhibition, % at 5.6 µM | 0.63% of 330,000 active;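 active means inhibition above that plate's mean sample inhibition plus 3 SD, cut at about 26% in these data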;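 further: 0% = ATP-challenged DMSO wells and 100% = DMSO wells without ATP; some compounds past the cut are filed as inactive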
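Assay system: parental CHO cells; Read-out basis: percent inhibition of ATP-evoked calcium rise, normalized to controls; Benchmarks: ATP and no-ATP DMSO wells; Compound dosing: single nominal dose of 5.6 µM per compound; Signal: Fluo-8 calcium dye fluorescence; Also added: ATP as calcium-mobilizing challenge; Repeats: singlicate.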
TAAR1 antag: antagonists of human TAAR1; 1.5% of 360,000 active; CHO RD-HGA16 TAAR1, Fluo-8 calcium fluorescence, antagonist; Q96RJ0; inhibition, % at 3 µM;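 active means inhibition above a per-plate cutoff, the mean inhibition of test compounds on that plate plus 3 SD, cut at about 49% in these data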;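 further: 0% = DMSO plus EC80 beta-PEA response and 100% = DMSO alone without agonist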
Target sequence (Q96RJ0 whole entry, looked up): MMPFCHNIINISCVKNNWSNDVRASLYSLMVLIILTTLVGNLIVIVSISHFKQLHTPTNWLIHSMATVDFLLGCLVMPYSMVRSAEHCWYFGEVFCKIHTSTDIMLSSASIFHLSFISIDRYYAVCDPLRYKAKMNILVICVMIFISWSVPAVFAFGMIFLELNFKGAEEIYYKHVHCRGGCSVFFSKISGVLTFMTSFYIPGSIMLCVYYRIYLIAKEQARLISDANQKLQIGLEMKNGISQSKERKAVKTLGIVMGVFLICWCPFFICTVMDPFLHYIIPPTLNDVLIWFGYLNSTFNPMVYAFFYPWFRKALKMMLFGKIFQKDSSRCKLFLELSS
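System: RD-HGA16 CHO cells with stable hTAAR1 and Gα16 | Probe or stimulus: EC80 β-phenethylamine stimulus | Dosing: 3 µM, single point | Times: Dye loading 75 min at 37 °C, then 30 min room temperature | Measured by: Fluo-8 calcium-sensitive fluorescence | Read-out basis: % inhibition of agonist calcium response | Replicates: n of 1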
GPR7 antagonist: human neuropeptides B/W receptor 1 antagonism. P48145. GPR7-expressing cells, fluorescence antagonist assay. inhibition, % at 4.4 µM. 1.1% of 290,000 active; in the data active means inhibition above about 16%, passing the limit was not always enough;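 further: cells stimulated with the agonist NPW; 0% = agonist with vehicle and 100% = vehicle without agonist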
OXTR potentiator: potentiates the human oxytocin receptor response | P30559 | activation, % at 3 µM | CHO-OTR cells, Fluo-8 calcium fluorescence, potentiator mode; 0% = oxytocin EC15, 100% = EC100 | AID 2445 | 0.061% of 320,000 active;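 active means activation above that plate's cutoff, the mean activation of tested compounds plus 3 SD, cut at about 6.6% in these data, passing the limit was not always enough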;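 further: 100% uses oxytocin at 75 nM as the full agonist control; some results filed as inactive read as strong as hits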
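Replication – single well per compound, singlicate · Assay system – CHO cell line stably expressing human OTR · Timing – 6 min pre-incubation, 100 s read · Measure – normalized max/min fluorescence ratio, % activation · Doses – 3.0 µM, one dose · Detection – Fluo-8 calcium dye fluorescence · Probe or stimulus – oxytocin near EC15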
V1R ag counter: V1a receptor agonism, counter-screen for OXTR agonists. P37288. CHO-V1R cells, Fluo-8 calcium fluorescence, agonist mode; 0% DMSO, 100% 3 nM vasopressin. activation, % at 3 µM. 0.25% of 320,000 active;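 active means activation above the mean activation of all tested compounds plus 3 SD, per screening run, cut at about 20% in these data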;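 further: signal is peak over basal fluorescence ratio across a 100 second FLIPR read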
Target sequence (P37288 whole entry, looked up): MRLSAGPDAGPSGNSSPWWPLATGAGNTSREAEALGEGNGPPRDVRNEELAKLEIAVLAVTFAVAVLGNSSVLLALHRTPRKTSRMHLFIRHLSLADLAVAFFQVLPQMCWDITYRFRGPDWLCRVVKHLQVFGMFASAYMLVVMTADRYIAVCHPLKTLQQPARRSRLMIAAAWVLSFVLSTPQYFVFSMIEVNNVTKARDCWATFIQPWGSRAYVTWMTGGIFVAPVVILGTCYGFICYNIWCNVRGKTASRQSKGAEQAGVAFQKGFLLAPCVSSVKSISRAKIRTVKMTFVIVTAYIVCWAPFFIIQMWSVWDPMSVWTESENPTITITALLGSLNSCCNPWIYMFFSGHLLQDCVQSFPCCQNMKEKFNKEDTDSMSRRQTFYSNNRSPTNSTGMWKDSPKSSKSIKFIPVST
Starred values were filed as active, the others as inactive; nt = not tested or not shown.

Value order – CHO-K1 Ca PAM | CHO-K1 Ca antag | OXTR ag | M1 ag parental | CHO parental Ca | TAAR1 antag | GPR7 antagonist | OXTR potentiator | V1R ag counter
- CCOC12NC(=O)CC(=O)N1C(c1ccccc1)=CS2 (stereo unspecified)
    20 | -3 | -0.1 | 1.9 | -8 | 13 | -3 | -1 | 1.5
- Cc1ccc(-c2nnc3ccc(SCC(=O)NCc4ccco4)nn23)cc1
    -7 | 3 | -0.9 | 0.5 | -17 | -3 | -11 | -5 | 0.2
- CCCC(=O)Nc1ccc(C(=O)COC(=O)c2c(C)noc2C)cc1
    3 | -4 | nt | 0.9 | nt | -31 | nt | nt | nt
- Cc1cc(C(=O)Nc2sc3c(c2C#N)CCC3)no1
    9 | -6 | 1.6 | 1.1 | 2 | -10 | 4 | -7 | 0.6
- Cc1c(C(=O)NCC2CCCO2)oc2ccc(S(=O)(=O)N3CCCC3)cc12 (stereo unspecified)
    13 | 0 | 1.4 | 1.6 | -15 | 0 | -5 | -8 | 1.3
- CC(C)NC(=O)/C(=C\c1cccc([N+](=O)[O-])c1)NC(=O)c1ccccc1
    0 | -24 | -0.1 | 0.5 | -9 | 15 | 7 | 4 | 0.6
- Cc1ccc(NC(=O)CN2CCc3cc4c(cc3C2C)OCCCO4)cc1 (stereo unspecified)
    1 | -1 | 1.8 | 4.8 | -15 | -7 | 5 | -5 | 6.8
- COc1cc(/C=C2\CCc3c2nc2ccccc2c3C(=O)O)cc(OC)c1OC
    5 | -5 | 0.6 | 0.1 | -11 | -7 | -5 | -10 | -0.1
- O=C(O)c1cccc(Cn2c(Cl)c(/C=N/NC(=O)c3ccco3)sc2=O)c1
    14 | -11 | -0.8 | 0.4 | -16 | -30 | -7 | -1 | 0.2
- CC1(C)C(=O)Nc2ccccc2N1C(=O)CSc1ncccn1
    27 | -20 | 0.4 | 0.9 | 8 | 21 | 1 | -1 | 0.3
- Cc1ccc2nc(Nc3nc(CSc4nc5ccccc5s4)cc(=O)[nH]3)nc(C)c2c1
    12 | -3 | -0.9 | 0.0 | -13 | -22 | -8 | -11 | -0.6
- CCn1cc(/C=C/C(=O)Nc2c(C)nn(Cc3ccccc3)c2C)cn1
    21 | -3 | 0.3 | 4.6 | -5 | -11 | -13 | -4 | 1.2
- CCn1c(COc2cccc(C)c2)nnc1SCC(=O)Nc1cccc(C(=O)OC)c1
    11 | -4 | -1.3 | 2.3 | -16 | 24 | -1 | -12 | 3.6
- O=C(NC(Cc1ccccc1)C(=O)O)/C(=C\c1ccc(F)cc1)NC(=O)c1ccccc1 (stereo unspecified)
    17 | -6 | -0.3 | 0.4 | -5 | 10 | 1 | -12 | 0.0
- CCOC(=O)c1c(C)[nH]c(C2=NNC(=Nc3ccc(OCC)cc3)SC2)c1C
    19 | -17 | -0.8 | -1.2 | -11 | -26 | -10 | -7 | -0.8
- Cc1ccc2[nH]c(=O)c(CN(Cc3cccs3)C(=S)NCC3CCCO3)cc2c1 (stereo unspecified)
    19 | -5 | -1.6 | 1.8 | -10 | 18 | -3 | -8 | 0.3
- Cc1cc(C)c(S(=O)(=O)N2CCN(C(=O)c3c(C)noc3C)CC2)c(C)c1
    -17 | -4 | 1.8 | 0.7 | -10 | -10 | nt | -5 | 1.4
- CCCCn1nnnc1C(c1ccccc1)N1CCN(Cc2c(F)cccc2Cl)CC1 (stereo unspecified)
    11 | -20 | nt | -0.2 | nt | 17 | nt | nt | nt
- COc1ccc(COCCN2CCN(S(=O)(=O)c3ccccc3)CCC2=O)cc1
    -1 | -8 | 1.5 | 0.2 | -19 | 4 | nt | -7 | 0.8
- C=CCn1c(SCC(=O)c2c(C)[nH]c3ccccc23)nnc1-c1ccncc1
    12 | -9 | 0.7 | 2.7 | -13 | -3 | -4 | -3 | 0.0
- C=CCSc1nc(C)c(CC(=O)OCCCC)c(=O)[nH]1
    -9 | 13 | 0.3 | 0.2 | 1 | -8 | -4 | -4 | 0.3
- O=C(NCc1ccccc1)c1cc(C2CCCCN2C(=O)c2ccccc2)on1 (stereo unspecified)
    4 | 0 | nt | -0.1 | nt | -12 | nt | nt | nt
- CC(=O)c1cccc(NCC(=O)N2CCN(S(=O)(=O)c3ccccc3)CC2)c1
    8 | -4 | 0.4 | 1.8 | 0 | -7 | nt | -4 | 0.6
- Cn1c(CC(=O)NNC(=O)c2cncc(Br)c2)nc2ccccc21
    8 | -15 | -1.1 | 0.5 | 1 | -8 | nt | -7 | 0.4
- Cc1[nH]c2ccccc2c1SCC(=O)N1CCN(c2ccccc2)CC1
    -3 | 5 | 1.5 | 6.1 | -6 | 0 | 3 | -5 | 1.2
- CC(c1ccccn1)N(C)C(=O)c1ccc2nc(Cc3ccccc3F)oc2c1 (stereo unspecified)
    -2 | -6 | -0.3 | 1.4 | -12 | -22 | -13 | -5 | 0.9
- COc1ccc(OC)c(NC(=O)CSc2ncccn2)c1
    14 | -1 | 0.5 | 0.5 | -7 | 2 | 2 | 0 | -0.3
- Cc1ccc(NC(=O)CN(C)CC(=O)Nc2ccc3c(c2)OCO3)cc1
    3 | -7 | nt | 0.2 | nt | -9 | nt | nt | nt
- CC(C)N(C(=O)Cn1c(SCC(=O)Nc2nccs2)nc2ccccc21)C(C)C
    -3 | 2 | -1.3 | -0.2 | -3 | -1 | -7 | -14 | -0.6
- Cc1cn([C@H]2C[C@H](O)[C@@H](COS(=O)(=O)O)O2)c(=O)[nH]c1=O
    -17 | 7 | 1.9 | -0.6 | -9 | -17 | nt | 14* | 1.1
- O=S(=O)(Cc1ccccc1)N1CCN(Cc2ccc3c(c2)OCO3)CC1
    8 | -10 | 3.1 | 1.2 | -11 | 1 | 2 | -26 | 4.0
- CCOc1cc(OCC)cc(C(=O)N2CCC[C@H]2C(=O)N2CCC[C@H]2C(=O)NCc2ccc(F)cc2F)c1
    23 | -30 | nt | 1.5 | nt | -4 | nt | nt | nt
- O=C(Cn1cnc2c(nnn2Cc2ccc(F)cc2)c1=O)NCc1ccc2c(c1)OCO2
    -3 | 2 | 1.0 | 0.8 | 0 | -1 | -14 | -3 | 0.9
- CCc1nc2ccccc2c(NC(=O)CN2CCC(C)CC2)c1C
    15 | -6 | -1.5 | 0.3 | -16 | 2 | -16 | -17 | -1.1
- CCOC(=O)C1=C(C)Nc2nc(SCc3cccnc3)nn2C1c1ccc(OC)cc1 (stereo unspecified)
    -10 | 19 | 1.3 | -0.7 | -14 | -6 | 1 | 1 | 1.4
- Cc1ccc(CNC(=O)CCS(=O)(=O)c2ccc3c(c2)NC(=O)CO3)cc1
    7 | -6 | -0.5 | 0.6 | -11 | -10 | -12 | -2 | -0.7
- CC(=O)c1c(Nc2ccc3c(c2)OCCO3)oc(C)cc1=O
    -9 | 9 | 0.6 | -0.3 | -4 | -11 | -16 | -9 | 0.4
- CC(C)Cc1nc2ccc(N)cc2[nH]1
    3 | -10 | -0.7 | 0.2 | -3 | 0 | 17 | -9 | 0.4
- CC12CCC(=O)N1C(C(=O)NNC(=O)c1ccc(Br)cc1)CS2 (stereo unspecified)
    -19 | -3 | -0.3 | 0.1 | -4 | 0 | nt | 0 | 0.0
- O=C(COc1ccc(Cl)cc1)Nc1ccc2oc(-c3ccncc3)nc2c1
    9 | -1 | 0.5 | 0.1 | -8 | 5 | -4 | -5 | 1.1
- CC(=O)C1=C(O)C(=O)N(c2ccc(O)cc2)C1c1ccc(F)cc1 (stereo unspecified)
    4 | -5 | 0.9 | 0.4 | -8 | 5 | -12 | -4 | 0.7
- NS(=O)(=O)c1cccc(NC(=O)COC(=O)c2ccc(S(=O)(=O)N3CCOCC3)cc2)c1
    6 | -13 | nt | -0.5 | nt | -23 | nt | nt | nt
- CCCN1C2CCCC1CC(NC(=O)c1cccc(OC)c1)C2 (stereo unspecified)
    24 | -5 | 0.9 | 0.2 | -5 | -7 | -10 | 2 | 0.8
- CCN(CC(=O)Nc1c(F)cccc1F)C(=O)C1CCN(C(=O)c2ccc(F)cc2)CC1
    5 | -2 | 0.2 | 0.6 | 9 | -15 | nt | -5 | 0.1
- O=C(O)c1ccc(S(=O)(=O)Nc2cccc(CP(=O)(c3ccccc3)c3ccccc3)c2)cc1
    6 | -7 | 0.4 | 0.3 | -1 | -18 | -10 | 1 | 0.3

Continued.
smiles | CHO-K1 Ca PAM | CHO-K1 Ca antag | OXTR ag | M1 ag parental | CHO parental Ca | TAAR1 antag | GPR7 antagonist | OXTR potentiator | V1R ag counter
COc1ccc(CNC(=O)c2ccc[nH]2)cc1Cl | 8 | -21 | 0.9 | 0.5 | -11 | -5 | -9 | -11 | 1.5
COC(=O)[C@@]1(Cc2ccc(F)cc2)[C@H]2c3cc(C(=O)N4CCCC4)n(Cc4ccc(C(F)(F)F)nc4)c3C[C@H]2CN1C(=O)c1ccccc1 | nt | nt | 1.0 | nt | -22 | 8 | 29* | -9 | 1.3
O=C(CNC(=O)c1ccco1)Nc1ccc(Br)cc1 | 13 | -8 | 1.3 | 2.0 | -1 | 15 | 3 | -6 | 0.3
O=C(COC(=O)/C=C/c1cccs1)Nc1nc(-c2cccc(Br)c2)cs1 | 15 | -9 | -0.3 | -0.1 | -13 | -19 | -7 | -5 | -0.3
N#CC1=C(N)C(C#N)(C#N)C2(C(=O)Nc3ccccc32)C2CCCC=C12 (stereo unspecified) | 0 | -9 | 3.8 | 0.8 | -12 | -27 | 8 | -5 | 2.2
COc1ccc(/C=N/NC(=O)c2cccc([N+](=O)[O-])c2)c2ccccc12 | -3 | -9 | 0.0 | 0.4 | 0 | 5 | 6 | -14 | 0.1
CC/C(=N\NC(=O)C1CCCC1)c1cccc(Br)c1 | 7 | -5 | nt | 0.7 | nt | -19 | -17 | nt | nt
O=C1CC(C(=O)Nc2ccc(Cl)cc2[N+](=O)[O-])C2(CCCCC2)O1 (stereo unspecified) | -9 | -7 | 1.8 | 0.5 | -14 | -8 | -3 | 0 | 1.5
CCOC(=O)CNC(=O)C1c2cc(OC)c(OC)cc2C(=O)N(C)C1c1ccccc1F (stereo unspecified) | 18 | -22 | 0.5 | 1.2 | -4 | -5 | -11 | -1 | 1.9
CC(=O)Nc1ccc(OCc2nnc(-c3ccccc3)o2)cc1 | 9 | -1 | 1.2 | 0.2 | -11 | -11 | 5 | 3 | 2.8
Cc1cc(OC(F)F)ccc1NC(=O)Nc1ccc2c(c1)OCO2 | 2 | -4 | -0.5 | 0.3 | -7 | -14 | -6 | -7 | 0.1
